High-throughput results as filed in PubChem.
Rev-erbA mod = modulates human Rev-erb alpha binding to DNA; P20393; 0.79% of 370,000 active; activity, % at 10 µM; Rev-erbα–FITC-DNA binding, fluorescence polarization, 90 min; AID 1259318;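 active means activity above about 14%, limit read from the data; passing the limit was not always enough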;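 further: 0% = DMSO wells with 35 nM protein and 100% = DMSO wells with 750 nM protein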
ssDAF12 agonist = activates DAF-12 receptor from parasite S. stercoralis; activation, % at 6.8 µM; 1% of 370,000 active; HEK293 ssDAF-12/GRIP1 lit1-tk-luc reporter, luminescence; % of 3 µM dafachronic acid response; AID 652126;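 active means activation above the mean over all tested compounds plus 3 SD, cut at about 0.9% in these data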;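 further: 0% = DMSO-only wells and 100% = 3 µM delta7-dafachronic acid wells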
ADAM17 inh = inhibits human ADAM17 | P78536 | recombinant ADAM17, EDANS/DABCYL FRET peptide cleavage | inhibition, % at 6.95 µM | 0.83% of 370,000 active | AID 720648;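 active means inhibition above the mean of compounds lying between control limits plus 3 SD, set per campaign, cut at about 8.5% in these data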;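 further: 0% = DMSO-only wells as the low control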
PLC-gamma1 inh = blocks human PLC-gamma1 enzyme activity. P19174. purified PLC-gamma1, fluorogenic substrate, fluorescence. inhibition, % at 12.2 µM. 0.84% of 370,000 active. AID 720700; in the data active means inhibition above about 9.5%
DAX1 inh-1 = DAX1 (NR0B1) inhibition, primary screen; HEK293T StAR-luciferase reporter, SF-1/DAX-1 repression relief; inhibition, % at 6.8 µM; 1.1% of 370,000 active; AID 652010;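 active means inhibition above the mean over all tested compounds plus 3 SD, cut at about 3.6% in these data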;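 further: 0% = DAX-1 cells with DMSO and 100% = cells lacking DAX-1 with DMSO; higher inhibition means more luminescence from relief of DAX-1 repression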
PLC-beta3 inh = inhibitors of human phospholipase C beta3 | Q01970 | Purified PLC-beta3, fluorogenic substrate, fluorescence | inhibition, % at 12.2 µM | 0.18% of 370,000 active; in the data active means inhibition above about 11%;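 further: 0% = median of compound wells on plate and 100% = full blocker control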
MBD2 DNA inh = MBD2-methylated oligo binding inhibition; Q9UBB5; TR-FRET, MBD2 binding to methylated oligonucleotide; inhibition, % at 4.4 µM; 0.31% of 370,000 active; in the data active means inhibition above about 13%
Target sequence (Q9UBB5 whole entry, looked up): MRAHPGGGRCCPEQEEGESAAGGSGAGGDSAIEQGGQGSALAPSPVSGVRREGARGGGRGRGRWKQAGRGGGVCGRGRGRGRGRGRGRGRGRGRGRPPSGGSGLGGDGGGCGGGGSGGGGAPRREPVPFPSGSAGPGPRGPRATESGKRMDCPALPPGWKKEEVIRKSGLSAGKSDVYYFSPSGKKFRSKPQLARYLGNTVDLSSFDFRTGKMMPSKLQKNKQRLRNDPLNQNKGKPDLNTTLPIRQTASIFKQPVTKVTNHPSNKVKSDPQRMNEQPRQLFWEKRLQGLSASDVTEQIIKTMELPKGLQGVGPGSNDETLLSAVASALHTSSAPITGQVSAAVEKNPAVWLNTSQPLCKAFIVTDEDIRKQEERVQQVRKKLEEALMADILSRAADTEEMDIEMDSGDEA
DAX1 inh-2 = inhibitors of human orphan nuclear receptor DAX1 (NR0B1). P51843. HEK293 Gal4-DAX1 luciferase reporter, luminescence. inhibition, % at 6.75 µM. 0.99% of 340,000 active. AID 504766;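 active means inhibition above the mean over all tested compounds plus 3 SD, cut at about 4.2% in these data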;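 further: 0% = DAX1-transfected cells with DMSO and 100% = empty-vector control cells with DMSO; inhibition shows as a rise in luminescence from relieved DAX1 repression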
Target sequence (P51843 207-470 limits assumed): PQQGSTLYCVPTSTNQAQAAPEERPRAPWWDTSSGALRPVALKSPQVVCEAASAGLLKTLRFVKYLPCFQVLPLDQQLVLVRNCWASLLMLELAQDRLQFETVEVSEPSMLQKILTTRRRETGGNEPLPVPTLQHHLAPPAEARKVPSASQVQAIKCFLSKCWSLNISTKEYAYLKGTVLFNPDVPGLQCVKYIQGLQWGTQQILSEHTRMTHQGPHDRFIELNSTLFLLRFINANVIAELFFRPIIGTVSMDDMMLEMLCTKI
hgDAF12 agonist = hgDAF-12 agonism, primary luciferase screen | 1.8% of 370,000 active | HEK293 GAL4-hgDAF12 UAS-luciferase reporter, agonist luminescence; normalized to butyrate control | activation, % at 6.8 µM;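 active means activation above a cutoff set at the mean of all screened compounds plus 3 SD, cut at about 10% in these data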;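 further: 0% = DMSO wells and 100% = sodium butyrate wells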
hcDAF12 agonist = activates DAF-12 receptor from parasite H. contortus; HEK293 hcDAF-12 lit1-tk-luc reporter, luminescence; 0% DMSO, 100% Δ7-dafachronic acid; activation, % at 6.8 µM; 1.4% of 370,000 active; AID 652067;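 active means activation above the mean of all tested compounds plus 3 SD, cut at about 5.5% in these data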;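 further: 100% = response to 3 µM Δ7-dafachronic acid high control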
SMARCA2 activ = activators of SMARCA2 function. MG213 cells, MMTV-luciferase reporter, dexamethasone, overnight. activation, % at 9.1 µM. 1% of 370,000 active. AID 652017; in the data active means activation above about 7.8%;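 further: 0% = vehicle wells and 100% = reference activator wells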
* hit, by the source's call; · = not tested or not shown; & = joins results of further samples. These rows are one share of the data; the hit share may differ from the screen's.

SMILES	Rev-erbA mod	ssDAF12 agonist	ADAM17 inh	PLC-gamma1 inh	DAX1 inh-1	PLC-beta3 inh	MBD2 DNA inh	DAX1 inh-2	hgDAF12 agonist	hcDAF12 agonist	SMARCA2 activ
C[C@]12CCC3C(C(=O)C[C@H]4C[C@@H](O)CC[C@]34C)C1CCC2=O (stereo partly drawn)	-3	-1.1	-2	1	-1.7	-8	2	0.3	-3.5	1.0	-3
CN1C2CCC1CC(OC(=O)c1cc(Cl)cc(Cl)c1)C2 (stereo not drawn)	3	-1.2	-6	-1	0.1	1	-3	1.8	-0.6	-0.9	2
O=c1[nH]c(=S)n(C2CC2)c(O)c1/C=N/Nc1ccccc1	4	-0.6	-4	-10	-0.3	-12	2	0.0	0.1	2.5	-1
CC12Cc3cnoc3C=C1CCC1C2CCC2(C)C1CCC2(C)O (stereo not drawn)	0	-1.3	2	1	-0.8	0	6	-0.7	-3.9	-1.5	-6
CCOC(=O)C1CCN(Cc2ccc(Cl)nc2)CC1	-1	-0.9	-5	2	-0.3	0	-2	-1.2	-0.9	1.1	-2
CNCC(O)c1cccc(OC(=O)c2ccccc2C)c1 (stereo not drawn)	3	-1.2	-1	3	0.3	-2	1	1.1	5.2	-1.0	1
COc1ccccc1C(=O)C1CCCN(Cc2cnc(C)s2)C1 (stereo not drawn)	8	-1.6	-6	-2	-1.0	-12	-4	0.1	-3.6	-0.8	-5
CCN(CC)C(=O)Cn1cc(/C=C2\C(=O)NC(=O)N(c3ccccc3F)C2=O)c2ccccc21	3	-0.6	-2	-2	0.6	1	2	0.7	2.3	-0.3	-1
O=c1cc(C2CCNCC2)[nH][nH]1	-3	-0.7	0	7	0.8	6	7	-0.1	-1.9	0.2	4
CCC12CN3CCN(CC(C3)/C1=N/NC(N)=O)C2	-2	-0.5	2	-3	-0.1	2	-3	0.3	-4.4	-1.8	-1
CN1CC(C(=O)c2cccs2)C(c2ccc(Cl)cc2)C1 (stereo not drawn)	-3	-0.7	-1	2	0.8	4	2	0.5	1.4	0.8	-1
CC(CCN1CC1)=NNC(=O)Nc1cccc2ccccc12	7	0.0	-26	-33	-1.4	-39	-5	0.3	-0.8	3.2	-2
CCCCc1nc2ccccc2c(=O)n1-c1ccc(Cl)cc1[N+](=O)[O-]	3	-0.2	-2	2	-0.2	4	2	0.6	0.2	0.0	-5
CC12CCC(O)CC1CCC1C2CCC2(C)C(C(=O)CO)CCC12 (stereo not drawn)	-2	-1.6	1	2	-2.0	6	-4	·	-0.2	-1.1	0
CN1CC[C@@H]2CN[C@H](c3ccccc3Br)C[C@@H]21	4	-1.3	-4	-2	1.6	5	2	·	5.7	-0.3	0
CC(=O)O[C@@]12CO[C@@H]1C[C@H](O)[C@@]1(C)C(=O)[C@H](O)C3=C(C)[C@@H](OC(=O)[C@H](O)[C@@H](NC(=O)c4ccccc4)c4ccccc4)C[C@@](O)([C@@H](OC(=O)c4ccccc4)C12)C3(C)C (stereo partly drawn)	0	-1.6	4	2	-4.0	3	-2	-2.7	0.7	-2.9	2
Cn1c(O)c(/C=C2\C=Nc3ccc(Br)cc32)c(=O)n(C)c1=O	-4	-0.5	2	-1	-0.4	-7	-2	-0.6	1.3	2.3	0
CCOC(=O)C(O)(c1ccc(N=c2ccccn2C)cc1)C(F)(F)F (stereo not drawn)	6	-1.2	-5	-2	0.4	0	2	1.4	1.1	-1.4	-1
CN(C)c1ccc(C=C(C#N)C#N)cc1	4	-1.1	2	-2	0.9	0	1	-0.9	-3.7	1.3	-3
Cc1nn(Cc2ccccc2)c(C)c1C=C1C(=O)NC(=S)NC1=O	-2	-0.9	-1	3	-0.1	0	3	0.5	-0.9	6.1*	-4
Cc1cccc(-n2c(=S)[nH]c3ccccc3c2=O)n1	6	-1.0	-1	2	-0.2	-7	1	-0.3	-0.3	-0.2	-1
Cc1nn(Cc2ccccc2)c(C)c1C(=O)OCC(=O)NCc1ccco1	-4	-1.5	-2	0	0.0	2	-6	1.2	-2.0	-2.5	0
C=CCn1c(O)c(C(C)=NC2CC2)c(=O)[nH]c1=O	-5	-1.1	0	-1	0.6	5	2	0.5	-1.3	-0.7	-4
CN(C)C(=O)Oc1ccc2c(c1)O/C(=C\c1ccc(Cl)cc1)C2=O	-2	-1.0	2	2	1.3	-7	-4	1.0	-1.5	-0.3	5
Cc1ccc(O)c(C)c1	-7	-0.9	-2	0	-0.3	0	-1	0.3	0.5	-0.6	3

Other results follow.
SMILES	Rev-erbA mod	ssDAF12 agonist	ADAM17 inh	PLC-gamma1 inh	DAX1 inh-1	PLC-beta3 inh	MBD2 DNA inh	DAX1 inh-2	hgDAF12 agonist	hcDAF12 agonist	SMARCA2 activ
O=c1[nH]c(O)c(C=Nc2ccccc2Sc2ccccc2)c(=O)[nH]1	-6	-1.3	0	-27	0.2	-34	-1	-0.4	0.4	-1.4	0
COc1ccccc1OP(=O)(Nc1ccc(Br)cc1)Oc1ccccc1OC	4	-1.0	0	0	-0.5	-7	1	-2.9	0.9	-0.2	0
CN1CCC2(CC1)C(C#N)=C(N)NC(S)=C2C#N	-2&1	-0.6&-1.4	-16&-12	-52&-56	-0.2&0.2	-65&-62	-6&-6	-0.4&1.1	-1.0&1.4	-0.1&0.2	1&1
CN1OC[C@@H]2COc3ccc4ccccc4c3[C@@H]21	7	-0.9	-5	0	0.5	2	2	0.5	0.2	1.0	-2
O=C(NC(C(Cl)Cl)N1CCOCC1)c1ccccc1 (stereo not drawn)	-3	-0.1	-4	-4	-0.3	-2	2	-0.8	-2.4	0.9	1
CCc1c(C)nc(N)nc1N1N=C1SCC#N	2	-1.2	-4	1	0.2	-1	-2	0.2	1.8	-0.1	-2
CC[C@]12CCN(CC3(O)CC3)C(Cc3ccc(O)cc31)C2(C)C	-5	0.4	-3	-2	0.0	3	-1	·	1.5	1.8	3
Cc1cccc(N=Cc2c(O)n(-c3ccccc3C)c(=O)[nH]c2=O)c1	-3	-0.8	-3	-6	-0.3	0	3	0.7	-0.1	1.7	-1
COc1ccc(-c2nc(CSCC(=O)N3CCC4(CC3)OCCO4)c(C)o2)cc1OC	-1	-2.1	-2	-1	-1.0	1	2	-1.9	-1.8	-1.3	2
Cc1nc2ccccc2c(=O)n1-c1ccc(Br)cn1	1	-0.6	-3	-3	0.6	-7	-1	·	4.9	1.0	3
Cc1ccc(N=Nc2c(O)[nH]c(=O)[nH]c2=O)c([N+](=O)[O-])c1	1	-1.1	-4	-4	0.4	-2	-2	0.6	-1.2	-1.1	0
CS(=O)(=O)c1ccc(C2=C(CNC(=O)c3ccc([N+](=O)[O-])cc3)[C@H]3CC[C@@H](C2)N3CCOc2ccccc2)cc1	2	-0.9	4	4	-0.6	6	-8	-2.1	-0.4	-1.3	-2
CC(C)n1c(O)c(C=NCc2cccnc2)c(=O)[nH]c1=S	-1	-1.7	0	1	-0.2	1	-3	1.8	1.6	-1.3	3
CC(C)c1ccccc1NC1=NCCCS1	-5	-0.8	-4	-3	-0.2	-8	1	-0.8	-0.7	-1.3	-1
CCC(=O)OC1(Cc2ccc(CC)cc2)CC(C)N(C)CC1C (stereo not drawn)	4	-1.1	-3	-1	0.0	-4	0	-0.6	-1.7	0.9	0
CCN(CC)C(=O)c1ccc(NC(=O)c2ccc(-n3cncn3)c([N+](=O)[O-])c2)cc1	-2	-0.8	-2	2	2.1	-20	-3	-0.5	-1.0	-1.4	-3
CC(=O)O[C@H]1C(=O)[C@@]2(C)C([C@H](OC(=O)c3ccccc3)[C@]3(O)C[C@H](OC(=O)[C@H](O)[C@@H](NC(=O)Cc4ccccc4)c4ccccc4)C(C)=C1C3(C)C)[C@]1(OC(C)=O)CO[C@@H]1C[C@@H]2O (stereo partly drawn)	2	-0.9	0	2	-4.4	4	-1	-3.8	-0.6	-0.4	0
CCN(CC)CCCOC(=O)C(OC)(c1ccccc1)c1ccccc1	-1	-0.4	0	0	0.7	-2	-5	-1.2	1.1	0.2	2
CCC(=NCc1ccco1)c1c(O)n(-c2ccc(Cl)cc2)c(=O)[nH]c1=O	-3	-1.8	-5	-3	-0.5	-9	0	-1.6	-0.5	-0.3	-2
C(#CCN1CCOCC1)COCc1ccccc1	6	-1.3	-7	-1	0.5	1	-7	0.5	2.3	-1.1	-1
Fc1ccc(N2Cc3ccccc3-n3nncc3C2)cc1	1	-1.8	-3	1	-1.1	1	2	·	4.8	-2.3	5
COC(=O)C1=C(c2ccc(S(C)(=O)=O)cc2)C[C@@H]2CC[C@H]1N2C(=O)NCc1cccc2ccccc12	-6	-1.5	2	-2	-0.3	-1	0	-1.3	-1.2	-1.8	0
O=c1[nH]c(CN2CCNCC2)nc2ccccc12	-2	-1.0	-16	-2	2.7	-3	4	0.3	0.4	0.7	-1
CN1CCN(c2ccc([N+](=O)[O-])c3no[n+]([O-])c23)CC1	9	-3.3	3	-72	-2.7	-93	-29	-6.5	-19	-10.0	-8
O=S(=O)(c1ccccc1)N1CCCCC1c1cccnc1 (stereo not drawn)	2	0.3	-1	0	1.1	1	8	0.3	-1.4	-1.6	-2
CC1C(c2ccccc2)OCCN1C (stereo not drawn)	-6	-1.4	-7	-1	1.3	-1	6	1.1	-0.9	-0.1	-6
CN1CCc2nc3ccc(F)cc3c(C(N)=O)c2C1	-3	-0.5	-1	0	-0.5	0	-6	0.9	2.2	-1.9	3
Cc1ccc(S(=O)(=O)N(C)C/N=C(\N)N[N+](=O)[O-])cc1	3	-1.2	2	-4	-0.3	-2	-4	·	-0.6	0.5	-1
